# HCMV inh = blocks human cytomegalovirus replication; activity change, negative = inhibition, % at 57.5 µM; 410,000 compounds, 4.5% hits; HFF cells, HCMV-luciferase reporter, 72 h; hits give low values; in the data active = activity change below about -60%; inconclusive = no clear call, values can overlap the other calls; inactive = above about -39%
#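 Screen run at 2 compound doses on HFFs infected with reporter HCMV, MOI 1 PFU/cell. Luciferase activity from cell lysates at 72 h post infection gave inhibition relative to buffer-only and Salinomycin wells.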
# AmpC inh no detg = inhibitors of E. coli AmpC beta-lactamase without detergent. 330,000 compounds, 0.52% hits. AmpC nitrocefin hydrolysis, absorbance 480 nm, 0.0001% Triton. Potency, µM (top dose mostly 57.1 µM), inactives show at the top dose activity change, negative = inhibition, hits mostly inhibitors. P00811;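 also: potency is read from the fitted curve at half-maximal effect; plate controls were no compound for no effect and no enzyme for full effect; nearly all actives have a fitted effect of over 20% in size; some results filed as inactive show a strong effect at the top dose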
# Target sequence (P00811 whole entry, looked up): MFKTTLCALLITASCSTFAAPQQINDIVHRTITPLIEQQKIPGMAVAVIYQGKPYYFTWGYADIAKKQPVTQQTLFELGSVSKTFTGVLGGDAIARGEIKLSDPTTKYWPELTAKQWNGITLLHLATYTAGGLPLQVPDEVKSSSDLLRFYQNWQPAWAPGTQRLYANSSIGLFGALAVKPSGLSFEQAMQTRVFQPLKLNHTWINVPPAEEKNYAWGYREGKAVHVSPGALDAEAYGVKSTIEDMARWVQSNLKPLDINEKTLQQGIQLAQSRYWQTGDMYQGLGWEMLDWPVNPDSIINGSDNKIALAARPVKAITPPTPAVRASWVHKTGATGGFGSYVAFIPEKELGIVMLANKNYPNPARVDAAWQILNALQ
#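 AmpC (5.3 nM in the dispensed reagent) in 20 mM phosphate pH 7.0 with 0.01% (detergent screen) or 0.0001% Triton X-100 was preincubated with compounds for 15 min at room temperature. Nitrocefin was then added from an 800 uM solution, and hydrolysis was followed at 480 nm.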
# Giardia FBPA inh = blocks Giardia fructose-bisphosphate aldolase activity. 290,000 compounds, 0.71% hits. A8B2U2. purified Giardia FBPA. Potency, µM (series often up to 59.6 µM), inactives show at the highest dose activity, negative = inhibition, actives largely listed as inhibitors; also: potency is read from the fitted curve at half-maximal effect; nearly all actives have a fitted effect of over 55% in size
# Target sequence (A8B2U2 whole entry, looked up): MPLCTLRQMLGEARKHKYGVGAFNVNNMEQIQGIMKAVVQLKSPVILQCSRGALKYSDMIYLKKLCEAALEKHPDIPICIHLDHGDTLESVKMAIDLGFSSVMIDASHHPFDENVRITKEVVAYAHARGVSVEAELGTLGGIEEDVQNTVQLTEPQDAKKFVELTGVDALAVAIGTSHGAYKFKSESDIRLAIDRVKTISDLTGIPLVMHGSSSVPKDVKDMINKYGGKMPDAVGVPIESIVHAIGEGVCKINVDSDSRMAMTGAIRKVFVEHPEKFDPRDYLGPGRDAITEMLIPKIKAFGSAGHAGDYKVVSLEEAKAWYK
#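 40 nM FBPA preincubated 10 min at RT with compound (up to 57.5 uM final), then substrate plus GAPDH/TPI/NAD/arsenate coupling and diaphorase/resazurin added. Fluorescence read after 20 min at RT, 525/598 nm.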
# AMA1 RON2 block = inhibitors of Plasmodium falciparum AMA1-RON2 interaction; AlphaScreen AMA1-biotinylated RON2 peptide binding; Potency, µM (titrated, usually from 58.2 µM), for inactives: top-dose activity change, negative = inhibition, actives largely listed as inhibitors; 360,000 compounds, 0.2% hits;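 also: potency is read from the fitted curve at half-maximal effect; 0% = vehicle wells and -100% = peptide control; nearly all actives have a fitted effect of over 45% in size; some results filed as inactive show a strong effect at the top dose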
#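 AMA1 (3D7) with his tag at 25 nM final met compounds first, then biotinylated RON2 peptide at 25 nM; detection used donor plus acceptor beads, 10 µg/mL apiece, read by AlphaScreen after 30 min at room temperature.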
# AmpC detergent = blocks E. coli AmpC beta-lactamase in detergent assay; AmpC hydrolysis of nitrocefin, absorbance 480 nm, 0.01% Triton; Potency, µM (doses to about 114 µM), inactives show top-dose activity change, negative = inhibition, most hits filed as inhibitors; 370,000 compounds, 0.041% hits; AID 485294;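 also: potency is read from the fitted curve at half-maximal effect; 0% = no-compound wells and -100% = no-enzyme wells; nearly all actives have a fitted effect of over 25% in size; some results filed as inactive show a strong effect at the top dose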
#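 AmpC (5.3 nM in the dispensed reagent) in 20 mM phosphate pH 7.0 with 0.01% (detergent screen) or 0.0001% Triton X-100 was preincubated with compounds for 15 min at room temperature. Nitrocefin was then added from an 800 uM solution, and hydrolysis was followed at 480 nm.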
# Sm TGR inh = blocks Schistosoma mansoni thioredoxin glutathione reductase | Q962Y6 | purified TGR, DTNB reduction, TNB absorbance 405 nm | Potency, µM (series often up to 114 µM), for the others: at the highest dose activity change, negative = inhibition, hits mostly inhibitors | 360,000 compounds, 3% hits | AID 485364; also: potency is read from the fitted curve at half-maximal effect; nearly all actives have a fitted effect of over 60% in size
#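 First, TGR (20 nM dispensed) and NADPH were mixed with compound. Second, a 15 min room-temperature incubation followed. Third, further NADPH and then DTNB were added to start the reaction. Finally, TNB absorbance was monitored kinetically.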
# An asterisk follows results filed as active; u = inconclusive; x = no result given; & = joins results of further samples; [ ] = dose if it differs, or a comment. Unless noted, calls follow the shape of the dose curve; as a rule, active = well fitted curve in the direction sought with a large enough effect; inconclusive = small, poorly fitted or top-dose-only effect, or another doubt; inactive = no such curve, though single readings can be large; an effect the other way counts as inactive or inconclusive. Unless noted, % is scaled to controls: 0 for no effect and ±100 for the full control effect.
Molecule	HCMV inh	AmpC inh no detg	Giardia FBPA inh	AMA1 RON2 block	AmpC detergent	Sm TGR inh
C/C(=N\NC(=O)C(C)Oc1ccc([N+](=O)[O-])cc1)c1ccccn1 (centres undefined)	-104*	-9%	u	-68%	2%	6%
COc1cc(OC)c(OC)cc1CNC(C)C(O)c1ccccc1 (centres undefined)	-17	-17%	-2%	39%[activator]	u	1%
CCCCNC(=O)C(=O)NC(C)CCc1ccccc1 (centres undefined)	-9	-13%	2%	-15%	-5%	19%
COC(=O)[C@@H]1C(c2c(OC)cc(OC)cc2OC)=NO[C@H]1C(=O)OC	4	-7%	0%	-3%	7%	3%
CCN(CC)c1nc2ccccc2nc1C(C#N)C(=O)NCCc1ccccc1 (centres undefined)	-12	73%[activator]	-20%	1%	u	-3%
O=C(COC(=O)c1cccnc1)Nc1cccc(Cl)c1	37	-17%	3%	-1%	u	-7%
COC(=O)/C=C/c1cccc([C@H]2[C@@H]3C=CC[C@@H](C)[C@@H]3C(=O)N2Cc2ccccc2)c1	-36	54%	-9%	-8%	x	x
CN1CCN(C(=O)C23CCC(C)(c4nc5ccccc5nc42)C3(C)C)CC1 (centres undefined)	15	3%	13%	-4%	u	17%
O=C(Nc1ccccc1F)c1cc(S(=O)(=O)N2CCOCC2)cs1	43	-1%	1%	4%	-12%	-11%
CC(NC(=O)C1CCN(C(=O)Nc2ccccc2)CC1)c1ccc(Cl)cc1 (centres undefined)	-24	-15%	x	-6%	u	1%
O=C(COc1ccccc1)NC(NC(=S)Nc1ccccc1C(=O)O)C(Cl)(Cl)Cl (centres undefined)	-14	-32%	0%	-4%	-1%	-16%
Cc1nnc(SCC(=O)N(CC(C)C)C2CCS(=O)(=O)C2)n1N (centres undefined)	-20	-20%	x	-3%	4%	3%
O=C(CCCN1C(=O)NC2(CCCC2)C1=O)Nc1ccc(Cl)c(S(=O)(=O)N2CCOCC2)c1	28	-5%	x	11%	u	2%
Cc1cccc(C2CC(c3ccccc3)Nc3nc(N)nn32)c1 (centres undefined)	17	-15%	-1%	-13%	u	-9%
COc1ccc(-c2coc3c(CN4CCCCC4)c(O)c(CN4CCCCC4)c(O)c3c2=O)cc1	x	5%	-8%	x	-1%	-30%
COc1ccc(C(=O)NC2CCCc3c2cnn3-c2ccc(C)c(C)c2)c(OC)c1OC (centres undefined)	-32	127%[activator]	x	-14%	3%	-1%
COc1cccc(/C=C/C(=O)OCC(=O)Nc2ccc(Cl)cn2)c1	x	-27%	4%	x	2%	46%[activator]
Oc1ccccc1CN1CCCC(N2CCc3ccccc3C2)C1 (centres undefined)	73	-45%	-19%	51%[activator]	u	0%
O=C(COc1cccc2c1CCN(Cc1ccc(Cl)cc1)C2=O)N1CCOCC1	u	125%[activator]	3%	19%	4%	7%
COc1ccc(C(=O)n2nc(C)c(Br)c2C)cc1	19	-14%	9%	2%	0%	0%
CC(=O)N1CCN(Cc2nc3cc(NC(=O)COc4cccc(C)c4)ccc3n2C)CC1	-63*	121%[activator]	20µM*	3%	-3%	-5%
CCN(CC(=O)NCc1cccs1)CC(=O)Nc1ccc(C(N)=O)cc1	24	-36%	x	15%	x	x
O=C(Cn1c(-c2ccccc2)c[n+]2ccsc12)c1ccc([N+](=O)[O-])cc1	-99*	-15%	-6%	32%[activator]	1%	4%
Cc1ccc(NC(=S)N2CCN(S(C)(=O)=O)CC2)cc1Cl	12	67%[activator]	-8%	6%	8%	-2%
COc1ccc(-n2c(SCC(=O)Nc3cccc(C(=O)O)c3)nnc2-c2ccco2)cc1	-18	-18%	-11%	6%	6%	-4%
CC(C)CC(=O)Nc1nnc(CCc2ccccc2)s1	46	-24%	-11%	2%	u	4%
O=C(Cn1c(=O)n(Cc2ccco2)c(=O)c2oc3ccccc3c21)Nc1ccc(F)c(Cl)c1	2	x	x	x	19%	2%
Cc1ccc(-n2nc3cc(C)c(NC(=O)COc4ccccc4)cc3n2)cc1	35	x	x	x	6%	16%
Cn1c(N/N=C/c2cc3ccccc3nc2Cl)nc2ccccc21	189	-1%	-20%	25%	-12%	-18%
Nc1cc(C(=O)c2cccs2)ccc1Cl	-16	-30%	2%	6%	u	3%
CC(NC(=O)Nc1ccc(F)cc1F)c1ccc2c(c1)OCO2 (centres undefined)	0	-46%	2%	4%	-5%	0%
CCOc1ccccc1NC(=O)CSc1nnnn1-c1ccccc1	-11	-27%	-3%	11%	2%	1%
COc1ccc(/C=C/C(=O)O)cc1S(=O)(=O)Nc1ccc2c(c1)OCO2	2	-10%	17%	-3%	-1%	6%
O=C(O)Cc1sc(N/N=C\c2ccncc2)nc1-c1ccccc1	62	-19%	0%	79%[activator]	4%	0.25µM*
CC(=O)NC1C(OC(=O)Cc2ccccc2)OC(COC(C)=O)C(OC(C)=O)C1OC(C)=O (centres undefined)	6	0%[2.29 µM]	2%	10%	-4%	0%
O=C(Nc1ccccc1C(=O)N1CCN(c2cccc(Cl)c2)CC1)C1=CSCCO1	-24	13%	2%	-1%	-8%	6%
COC(=O)c1ccc(Cl)c(NC(=O)C2CCN(S(=O)(=O)Cc3ccccc3)CC2)c1	-9	x	x	x	u	-13%
CCCCC(=O)Nc1cccc(-c2nn3c(C)nnc3s2)c1	47	-2%	1%	-4%	-18%	-14%
Cc1nc2cc(NCc3ccccc3O)ccc2n1Cc1ccccc1	-20	5%	-10%	3%	4%	7%
COc1ccc(CCNC(=O)CSc2nc(O)cc(=O)[nH]2)cc1OC	3	-21%	-6%	-9%	2%	-1%
O=C(O)c1ccccc1-c1c2cc(I)c(=O)c(I)c-2oc2c(I)c(O)c(I)cc12	9&-6	x	-8%	7.9µM*	x	x
CCCCOc1ccc(C(=O)Nc2cc(C)c(OCC(=O)N3CCOCC3)c(C)c2)cc1	u	196%[activator]	-1%	-7%	-3%	0%
CCC1Oc2ccccc2N(CC(=O)NCCN2CCCC2)C1=O (centres undefined)	-14	13%	x	20%	0%	6%
CN1CCN(S(=O)(=O)c2ccc(NC(=O)c3cccc(F)c3)cc2)CC1	12	4%	2%	-18%	-6%	-29%
CC(C)C[C@H](NC(=O)NCCC1=CCCCC1)C(=O)O	17	-7%	3%	9%	6%	-2%
CCN(CC)CCCN1C(=O)C(=O)/C(=C(/O)c2ccc3c(c2)OCCO3)C1c1ccco1 (centres undefined)	68	-6%	-23%	-6%	-1%	u
CN(C)S(=O)(=O)N(CC(=O)Nc1ccc2ccccc2c1)c1ccccc1	20	-25%	-10%	-4%	-1%	-3%
CCOC(=O)CN1C(=O)C(CC)Oc2ccc(Cl)cc21 (centres undefined)	8	-1%	10%	15%	-10%	4%
CCC1CCCCN1CCCNC(=O)CCNC(=O)Cn1cnc2ccccc2c1=O (centres undefined)	-18	80%[activator]	-3%	10%	u	1%
CC1(c2cccc(Br)c2)NC(=O)N(CC(=O)NCC2CCCO2)C1=O (centres undefined)	-6	-2%	x	-4%	-4%	-23%
O=S(=O)(NCC1COc2ccccc2O1)c1ccccc1F (centres undefined)	-12	-29%	x	-3%	x	x
COc1cccc(OC)c1OC(=O)/C=C/c1ccc(C)o1	20	-17%	-12%	-18%	-7%	35µM*
Cc1ccc(C)c(NC(=S)N(C)C)c1	27	-4%	-1%	-10%	-1%	19%
CCn1cc(C(=O)NCc2ccc3c(c2)OCO3)c(=O)c2cc(S(=O)(=O)N(C)C)ccc21	17	183%[activator]	0%	u	-22%	10%
O=C(CS(=O)c1ccc(F)cc1)N1CCOCC1 (centres undefined)	-5	-20%	16%	-7%	4%	13%
CC(=O)c1c(C)nc2cc(Cl)ccc2c1N	27	-32%	0%	-7%	-2%	2%
CC1SC2(NC1=O)C1CC3CC(C1)CC2C3 (centres undefined)	7	5%	4%	12%	0%	-10%
COc1nc(-c2ccc(C)cc2)ccc1-c1noc(-c2ccccc2Br)n1	-2	x	x	x	22%	4%
COc1ccc(CN2CCc3c(c(=O)n4ncc(C(=O)N5CCN(c6ccccc6OC)CC5)c4n3C)C2)cc1	-84*	x	x	x	7%	0%
Cc1nn2cnc3sc4c(c3c2nc1=O)CCCC4	-40	-14%	1%	6%	3%	-2%

# (next part)
Molecule	HCMV inh	AmpC inh no detg	Giardia FBPA inh	AMA1 RON2 block	AmpC detergent	Sm TGR inh
COCCN1CC(CNC(=O)c2cc(COc3ccc(C)c(C)c3)on2)CC1=O (centres undefined)	21	93%[activator]	1%	-4%	-9%	-1%
Cc1ccsc1C(=O)N1CCN(c2ccccn2)CC1	-18	-4%	13%	-3%	1%	4%
O=C(Cn1c(SCc2ccccc2)nc2ccccc21)N1CCOCC1	79	-22%	0%	-22%	1%	27%
CC1CCN(C(=O)Cn2cc(C#N)c3ccccc32)CC1	13	-14%	-2%	7%	-2%	0%
COc1ccc2c(c1)CC/C2=N\OC(=O)c1ccccc1C	u	-15%	0%	0%	u	-5%
CCCN1CCC(NC(=O)CCc2nnc(Cc3cc(OC)ccc3OC)o2)CC1	48	71%[activator]	16%	-11%	-6%	1%
CC(Oc1cc2oc(=O)c3c(c2cc1Cl)CCC3)C(=O)NCc1ccncc1 (centres undefined)	0	44%	x	-4%	2%	-13%
CCOC(=O)CCC(=O)N1CCOCCOCCOCC1	0	1%	0%	24%	-6%	1%
C(=N/Nc1nc(-c2ccccc2)cc(-c2ccccc2)n1)/c1cccnc1	75	64%[activator]	0%	-1%	u	2%
CCCCn1c(N)c(N(CCC(C)C)C(=O)c2ccccc2-n2cnnn2)c(=O)[nH]c1=O	-2	-12%	x	6%	u	-3%
O=C(CN1C(=O)NC2(CCCCCC2)C1=O)c1cccs1	19	-23%	x	-1%	u	-1%
CC(=O)NC1CCC(C(=O)O)(c2ccccc2)C1 (centres undefined)	-31	-12%	3%	5%	7%	15%

# In another format: entries from further up.
# Order of results – HCMV inh	AmpC inh no detg	Giardia FBPA inh	AMA1 RON2 block	AmpC detergent	Sm TGR inh
CCCN1CCC(NC(=O)CCc2nnc(Cc3cc(OC)ccc3OC)o2)CC1
  48	71%[activator]	16%	-11%	-6%	1%
CC(Oc1cc2oc(=O)c3c(c2cc1Cl)CCC3)C(=O)NCc1ccncc1 (centres undefined)
  0	44%	x	-4%	2%	-13%

# One compound at a time (already shown).
# Shown for `CC(=O)c1c(C)nc2cc(Cl)ccc2c1N` : HCMV inh: 27; AmpC inh no detg: -32%; Giardia FBPA inh: 0%; AMA1 RON2 block: -7%; AmpC detergent: -2%; Sm TGR inh: 2%
# Shown for `CN(C)S(=O)(=O)N(CC(=O)Nc1ccc2ccccc2c1)c1ccccc1` : HCMV inh: 20; AmpC inh no detg: -25%; Giardia FBPA inh: -10%; AMA1 RON2 block: -4%; AmpC detergent: -1%; Sm TGR inh: -3%
